Bioassay records (PubChem)
SNCA expr inh: SNCA gene expression inhibition; HEK-293 SNCA-luciferase knock-in, luminescence, 24 h; Potency, µM (series often up to 57.2 µM), for inactives: at the highest dose activity change, negative = inhibition, hits mostly inhibitors; 140,000 tested, 0.17% active; AID 1671194;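 further: potency means the concentration at half of the fitted maximal effect; plate controls were DMSO cells for no effect and cell-free wells for full effect; nearly all actives have a fitted effect of over 45% in size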
HEK293 viab: counter-screen for SNCA expression inhibitors: cell viability; 150,000 tested, 0.12% active; Potency, µM (top dose mostly 57.1 µM), without a hit: top-dose activity change, negative = cytotoxicity, actives largely listed as cytotoxic; AID 1671193; HEK-293-SNCA-luc viability, GF-AFC fluorescence, 24 h;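 further: potency means the concentration at half of the fitted maximal effect; 0% = DMSO-treated cells and -100% = medium-only wells without cells; nearly all actives have a fitted effect of over 30% in size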
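HEK-293-SNCA-luc cells (1500/well) plated 24 h, then exposed 24 h to a dilution series; GF-AFC added 30 min at 37C, fluorescence 405/540 nm; normalised to medium-only and DMSO wells, Hill fit.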
FLuc inh: inhibitors of firefly (Photinus pyralis) luciferase. purified P. pyralis luciferase, luminescence, biochemical. P08659. Potency, µM (highest dose often 115 µM), for inactives: top-dose activity change, negative = inhibition, usual class: inhibitors. 76,000 tested, 2.5% active; further: potency means the concentration at half of the fitted maximal effect; nearly all actives have a fitted effect of over 65% in size
Target sequence (P08659 whole entry, looked up): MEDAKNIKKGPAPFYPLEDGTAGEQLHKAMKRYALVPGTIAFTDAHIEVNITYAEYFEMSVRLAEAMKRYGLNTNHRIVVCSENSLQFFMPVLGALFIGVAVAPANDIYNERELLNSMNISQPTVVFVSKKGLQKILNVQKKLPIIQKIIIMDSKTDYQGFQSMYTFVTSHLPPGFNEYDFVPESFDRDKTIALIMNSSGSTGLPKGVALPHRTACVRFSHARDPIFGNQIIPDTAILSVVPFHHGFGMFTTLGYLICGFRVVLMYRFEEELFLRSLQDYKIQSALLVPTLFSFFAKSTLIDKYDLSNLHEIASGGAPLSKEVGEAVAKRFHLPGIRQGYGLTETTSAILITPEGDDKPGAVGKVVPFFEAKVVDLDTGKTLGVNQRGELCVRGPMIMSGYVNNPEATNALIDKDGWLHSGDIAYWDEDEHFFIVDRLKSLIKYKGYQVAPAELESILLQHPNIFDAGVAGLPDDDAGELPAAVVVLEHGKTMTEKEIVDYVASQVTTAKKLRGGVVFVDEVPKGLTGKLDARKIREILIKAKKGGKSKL
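Inhibitors were tested against purified firefly luciferase in a biochemical, low-substrate format (both substrates at 10uM) and luminescence measured with a CCD imager.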
3T3 cytotox: kills NIH 3T3 cells | Potency, µM (top dose mostly 96.7 µM), inactives show at the top dose activity change, negative = cytotoxicity, usual class: inhibitors | 94,000 tested, 4.3% active | NIH 3T3 viability, CellTiter-Glo ATP luminescence, 48-72 h | AID 1345082; further: potency means the concentration at half of the fitted maximal effect; nearly all actives have a fitted effect of over 55% in size
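NIH 3T3 cells at 400 cells/well received 23 nL of compound by pintool and were incubated 48 or 72 h at 37 °C. Viability was read as ATP-coupled CellTiter-Glo luminescence.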
GPT2 inh: blocks human glutamate pyruvate transaminase 2; 100,000 tested, 0.25% active; Recombinant GPT2, coupled pyruvate oxidase/HRP Amplex Red fluorescence; AID 1671188; Q8TD30; Potency, µM (highest dose often 57.7 µM), for inactives: top-dose activity change, negative = inhibition, actives largely listed as inhibitors; further: potency means the concentration at half of the fitted maximal effect; nearly all actives have a fitted effect of over 60% in size; many of its hits are not listed in these tables
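GPT2 10ng/uL, a-KG 250uM, L-Ala 2mM, HEPES pH7.5 + 0.0001% Tween; 30 min RT. Then Amplex mix (PO/HRP/ThPP), 30 min RT dark, fluorescence. AOA 50uM used as positive control.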
HEK cytotox: kills HEK 293 cells; HEK 293 viability, ATP luminescence (CellTiter-Glo), 48-72 h; Potency, µM (titrated, usually from 115 µM), for inactives: at the top dose activity change, negative = cytotoxicity, most hits filed as inhibitors; 94,000 tested, 6.6% active; further: potency means the concentration at half of the fitted maximal effect; nearly all actives have a fitted effect of over 60% in size
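Cells seeded first (HEK 293, 250 cells/well), then compound added by pintool. Incubation ran 48 or 72 hr at 37 degree Celsius. CellTiter-Glo was added and luminescence imaged after 10 min at room temperature.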
IP6K1 inh: inhibitors of human IP6K1. IP6K1 kinase, ADP-Glo luminescence, 2 h; active compounds read low. activity change, % (series mostly up to about 58 µM). 140,000 tested, 0.81% active; in the data active means activity change below about -25%
Target sequence (Q92551 whole entry, looked up): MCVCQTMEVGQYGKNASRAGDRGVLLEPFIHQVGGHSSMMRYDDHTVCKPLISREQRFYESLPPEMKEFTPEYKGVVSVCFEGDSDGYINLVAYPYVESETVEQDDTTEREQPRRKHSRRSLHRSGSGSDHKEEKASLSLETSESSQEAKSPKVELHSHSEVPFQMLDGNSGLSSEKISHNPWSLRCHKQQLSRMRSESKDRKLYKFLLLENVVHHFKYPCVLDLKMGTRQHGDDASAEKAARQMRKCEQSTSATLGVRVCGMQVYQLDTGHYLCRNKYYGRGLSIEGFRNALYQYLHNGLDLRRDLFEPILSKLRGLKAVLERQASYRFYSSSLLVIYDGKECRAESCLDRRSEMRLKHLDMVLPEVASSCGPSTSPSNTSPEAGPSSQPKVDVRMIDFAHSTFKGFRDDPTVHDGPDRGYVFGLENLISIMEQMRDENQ
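ADP-Glo luminescence measures ADP made by human IP6K1 during a 2 h RT reaction with ATP/IP6 (mix at 1.3 mM/130 uM); top library doses 57.5 and 19.1 uM final.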
* = called active by the depositor; i = inactive; ? = inconclusive; / = not tested or not shown; & = joins results of further samples; ! = a repeat was not active; [ ] = remark or other dose. Unless noted, the call rests on the fitted dose curve; in most records, active means well fitted curve in the direction sought with a large enough effect; inconclusive means small, poorly fitted or top-dose-only effect, or another doubt; inactive means no such curve, though single readings can be large; an effect the other way counts as inactive or inconclusive. Unless noted, on the % scale 0 is the no-effect control and ±100 the full control effect.

Structure | SNCA expr inh | HEK293 viab | FLuc inh | 3T3 cytotox | GPT2 inh | HEK cytotox | IP6K1 inh
COCc1ccc2c(c1)c(OC(C)(C)C(=O)N(C)C)nn2Cc1ccccc1 | -5%[87.6 µM] | -1%[87.6 µM] | 0%[172 µM] | ? | i | -28%[172 µM] | 9
COCCNC(=O)c1nc2cccnc2n(-c2ccc(OC)cc2)c1=O | 46%[activator] | 1% | / | -8% | i | i | 22
CC(C(=O)N1CC(n2cc(C(=O)NCC3CC3)nn2)C1)c1ccccc1 (centres undefined) | 38%[activator] | 11% | / | i | -9% | 4% | 7
O=C1CCC2(CCN1CC1CC1)CCN(C(=O)C1CC=CC1)CC2 | -26% | -11% | 0% | -14% | i | 12% | 17
CCCN(C(=O)c1c(C)oc2ncnc(N3CCOCC3)c12)c1ccc(Cl)c(Cl)c1 | 5% | 15% | / | / | / | / | -15
COCC1CN(C2CCC2)CC12CCN(C(=O)c1cn(C)cn1)CC2 (centres undefined) | -8% | 1% | -10% | -3% | i | -17% | 8
Cc1ccc(C2CC(=O)N(Cc3ccc(F)cc3)c3c2c(C)nn3-c2nc(C)cc(C)n2)cc1 (centres undefined) | 2% | -22% | / | / | / | / | 4
CC(C)c1noc([C@@H]2C[C@H](NS(=O)(=O)c3ccc(C#N)cc3)CN2C)n1 | -3%[87.6 µM] | 1%[87.6 µM] | 0%[172 µM] | -15%[174 µM] | i | i | -4
O=c1[nH]c(C2CCCN(S(=O)(=O)c3ccccc3)C2)nc2c1nnn2Cc1ccccc1Br (centres undefined) | -3% | -27% | / | / | / | / | 12
O=C(C1CC1)N1CCCC(CN2CCOCC2)CC1 (centres undefined) | 20% | 3% | 0% | -3% | i | -32% | -4
O=C(c1ccc(F)cc1)N1CCN(c2ccc3nnc(-c4ccccc4)n3n2)CC1 | / | / | / | ? | / | ? | 2
N#Cc1ccccc1NC(=O)C(=O)NCCc1csc2nc(-c3cccc(F)c3)nn12 | 14% | -5% | / | / | / | / | 8
CCNC(=O)[C@@H]1C[C@@H](NC(=O)CO)CN1C(=O)CCc1ccc(O)cc1 | 21% | -4% | 2% | -1% | -10%[11.5 µM] | -7% | 6
O=C(NCc1ccccc1)c1cc(Sc2cccc(Cl)c2)nc2ccccc12 | -6% | 8% | / | / | / | / | -1
O=C(NCc1ccccc1F)c1nc2sccn2c1-c1cccc(C(F)(F)F)c1 | 67%[activator] | -19% | / | -24% | -29% | -9% | 13

An excerpt from above in order of heavy-atom count, high to low:
Structure | SNCA expr inh | HEK293 viab | FLuc inh | 3T3 cytotox | GPT2 inh | HEK cytotox | IP6K1 inh
Cc1ccc(C2CC(=O)N(Cc3ccc(F)cc3)c3c2c(C)nn3-c2nc(C)cc(C)n2)cc1 (centres undefined) | 2% | -22% | / | / | / | / | 4
N#Cc1ccccc1NC(=O)C(=O)NCCc1csc2nc(-c3cccc(F)c3)nn12 | 14% | -5% | / | / | / | / | 8
O=C(c1ccc(F)cc1)N1CCN(c2ccc3nnc(-c4ccccc4)n3n2)CC1 | / | / | / | ? | / | ? | 2

New compounds follow:
Structure | SNCA expr inh | HEK293 viab | FLuc inh | 3T3 cytotox | GPT2 inh | HEK cytotox | IP6K1 inh
Cc1ccc2oc3c(c(=O)c2c1)C(c1ccccc1F)N(CCCN1CCOCC1)C3=O (centres undefined) | 11% | 7% | / | / | / | / | 21
O[C@@H]1CCN(Cc2nc(C3(O)CCNCC3)cs2)C1 | -2%[87.6 µM] | 2%[87.6 µM] | 1%[230 µM] | i | -6%[88.5 µM] | i | -1
COc1cccc(CN2CCC3(CC2)CC(c2ccccc2)C(=O)N3C)c1 (centres undefined) | 4% | -1% | 4% | -19% | i | ? | 6
O=C(NCC(F)(F)F)c1nc2sccn2c1Br | 45%[activator][87.6 µM] | 6%[87.6 µM] | 3%[172 µM] | -1%[138 µM] | 2%[88.5 µM] | -4%[172 µM] | 0
COCCN1CC2(CCCN(C(=O)c3ccc(C)n(C)c3=O)C2)CCC1=O (centres undefined) | -7% | -1% | -12% | -21% | i | -14% | -11
O=C(NC1CCCC1)C1CCCCC(=O)N1Cc1ccccc1 (centres undefined) | -17% | 5% | 8% | -6% | -10% | -12% | 61
CCCCc1ccc(C(=O)Nc2ccc3nc(N4CCN(CC)CC4)cc(C)c3c2)cc1 | 38%[activator] | 0% | / | / | / | / | 15
Cc1noc(-c2ccn3c(CNC(=O)Cc4cccc(F)c4)nnc3c2)n1 | 27% | 14% | 0% | -13% | i | -15% | 39
Cc1c(NC(=O)c2nc3ccccc3nc2N2CCCCC2)cccc1[N+](=O)[O-] | 1% | 4% | / | / | / | / | 20
Cn1nc2n(c1=O)CCC(N)CC2 (centres undefined) | 17% | -3% | 2% | -4% | 1% | -5% | 6
CCCn1c2ccccc2c2cnn(CC(=O)NCC3CCN(Cc4ccccc4C)CC3)c(=O)c21 | -1% | -17% | / | / | / | / | -4
CC(C)c1noc(CC2CCN(C(=O)c3cccc(N(C)C)c3)CC2)n1 | ? | -21% | -2% | ? | i | ? | 0
CCCCOc1ccc(CNC(=O)CN2C(=O)CCn3nc(-c4cn(C)c5ccccc45)cc32)cc1 | -3% | -7% | / | / | / | / | -3
COc1ccc(-c2noc(-c3ccc(NCCc4ccccc4)c([N+](=O)[O-])c3)n2)cc1 | 21% | -8% | / | / | / | / | -18
CN1CCN(c2cc(C(=O)Nc3ccc4c(c3)-c3c(c(C(N)=O)nn3-c3ccc(F)cc3)CC4)c(Cl)cn2)CC1 | ? | ? | / | / | i | / | /
COCc1nc(NCc2nc(-c3cccnc3)no2)c2cnn(C)c2n1 | 2% | -2% | 3% | -20% | i[11.5 µM] | i | 10
Cc1nn(-c2ccccc2)c2c1C(C1CC1)N(C1CCN(C(=O)NC(C)C)C1)C2=O (centres undefined) | / | / | / | -20% | / | -3% | -8
Cc1ccc(NC(=O)C2CCCN(S(=O)(=O)c3ccc4[nH]c(=O)ccc4c3)C2)cc1Cl (centres undefined) | 23% | -8% | / | / | / | / | 31
COc1ccc(N2CCN(c3nc(C(=O)NCc4ccco4)cs3)CC2)cc1 | ? | ? | 2% | ? | ? | ? | 6
COc1cccc(CC(=O)N2CCCN(S(=O)(=O)c3ccccc3)CCC(=O)NCC2)c1 | 17% | 0% | -8% | -13% | -3% | 1% | 5
Cc1ccc(C(=O)Nc2ccc3oc(-c4ccccc4C)nc3c2)cc1 | 51%[activator] | -1% | / | / | / | / | 5
COc1ccc(OCC(O)CN2CCC(=O)N(Cc3ccco3)Cc3sccc32)cc1 (centres undefined) | / | / | / | ? | / | ? | -12
COc1cccc(-c2cc3c(=O)n(CCNC(=O)c4ccc(OC)c(F)c4)ccn3n2)c1 | 10% | 8% | 4% | 2% | i | i | -7
CCC(=O)N1CCCN(S(C)(=O)=O)c2ccccc21 | -5% | 4% | 0% | -2% | i | ? | -1
CCNC(=O)O[C@H]1C(=O)N(C)C2(CCN(C(=O)C(C)C)CC2)[C@@H]1C(=O)NC | / | / | / | ? | / | -9% | 7
COc1ccc(C(=O)N[C@@H]2CCC[C@@H]2C(=O)NC2CCCCCC2)cn1 | -8% | -28% | -2% | -11% | -25% | 1% | 23
COc1ccc(NC(=O)C(NC(=O)/C=C\c2ccc3c(c2)OCO3)c2ccccc2)cc1 (centres undefined) | 25% | -3% | / | / | / | / | -12
Cc1cnc(CCNC(=O)C2(c3ccccc3)CC2)n1Cc1ccccc1 | 20% | -7% | / | ? | ? | ? | 16
O=C(C[C@H]1NC(=O)c2ccccc2NC1=O)NCCc1nc2ccccc2[nH]1 | -23% | 5% | -5% | i | 1% | 0% | 0
CN(Cc1cccc(OC(F)(F)F)c1)C(=O)C1(c2ccc(Cl)cc2)CCOCC1 | -22% | -4% | / | ? | -2% | ? | -10

Molecules from the list above with a CF3 group (three):
Structure | SNCA expr inh | HEK293 viab | FLuc inh | 3T3 cytotox | GPT2 inh | HEK cytotox | IP6K1 inh
O=C(NCc1ccccc1F)c1nc2sccn2c1-c1cccc(C(F)(F)F)c1 | 67%[activator] | -19% | / | -24% | -29% | -9% | 13
O=C(NCC(F)(F)F)c1nc2sccn2c1Br | 45%[activator][87.6 µM] | 6%[87.6 µM] | 3%[172 µM] | -1%[138 µM] | 2%[88.5 µM] | -4%[172 µM] | 0
CN(Cc1cccc(OC(F)(F)F)c1)C(=O)C1(c2ccc(Cl)cc2)CCOCC1 | -22% | -4% | / | ? | -2% | ? | -10

Other entries:
Structure | SNCA expr inh | HEK293 viab | FLuc inh | 3T3 cytotox | GPT2 inh | HEK cytotox | IP6K1 inh
O=C(NC1CCCCC1)N1CCc2n[nH]c(=O)n2CC1 | 1% | -3% | -5% | -11% | i | -16% | -3
COc1ccc(-c2noc(CSCC(=O)Nc3cc(OC)c(OC)c(OC)c3)n2)cc1OC | 32%[activator] | 7% | / | / | / | / | 1
COc1ccc(-c2ccc(=O)n(CC(=O)Nc3cc(OC)ccc3OC)n2)cc1 | 1% | -9% | / | / | / | / | -15
CCCN(CCC)C(=O)Cn1c(=O)n(-c2ccc(CC)cc2)c(=O)c2c3c(sc21)CCC3 | 1% | 16% | / | / | / | / | -1
COc1ccc(CN2C(=O)O[C@@H]3CN(C(=O)NC4CCCCC4)C[C@@H]32)cc1OC | -15% | 1% | -8% | 3% | -11% | -4% | 6
O=C(c1ccc(Cl)cc1)N1CC2(CCCN(CC3CC3)C2)Cc2ccccc21 (centres undefined) | -21% | -19% | / | ? | -12% | ? | -13
COc1ccc(NC(=O)Cn2ccn(Cc3ccccc3)c(=O)c2=O)cc1Cl | 27% | 11% | / | / | / | / | -3
COc1ccc(C(=O)N2CCCCCCNC(=O)[C@@H]3CCC[C@@H]32)cc1 | -1% | -1% | 4% | -7% | 1% | -9% | -4
Cc1ccc(-c2cccc(CN3CCCC(c4nc5ccc(F)cc5c(=O)[nH]4)C3)c2)c(C)c1 (centres undefined) | -16%&-21% | -1%&-8% | -4% | 40µM* | i | 32µM*! | 26&-6
O=C1NCc2ccccc2CC12CCCN(Cc1cccc(Cl)c1)C2 (centres undefined) | -4% | -13% | / | ? | 0% | ? | -4
N#Cc1ccc2nc(CO[C@H]3CN(Cc4ccccc4F)C[C@H]3F)[nH]c2c1 | 9%[87.6 µM] | 1%[87.6 µM] | 14%[172 µM] | ? | i | ? | -7
Cc1cccc(NC(=O)c2ccc(-n3cnc4cccnc43)cc2)c1C | -12% | 3% | / | / | / | / | 7
CCOc1ccc(NC(=O)C(NC(=O)C2CCC(C)CC2)C(C)C)cc1 (centres undefined) | -2% | ? | / | / | / | / | -13
CCC1CN(Cc2nc(CCOC)no2)CCC(=O)N1Cc1ccccc1 (centres undefined) | -23% | 7% | 11% | -23% | 2% | -12% | -9

Compound profiles, as listed above. Order of screens: SNCA expr inh, HEK293 viab, FLuc inh, 3T3 cytotox, GPT2 inh, HEK cytotox, IP6K1 inh
Cc1ccc(-c2cccc(CN3CCCC(c4nc5ccc(F)cc5c(=O)[nH]4)C3)c2)c(C)c1 (centres undefined) is entered as -16%&-21%, -1%&-8%, -4%, 40µM*, i, 32µM*!, 26&-6
O=C1NCc2ccccc2CC12CCCN(Cc1cccc(Cl)c1)C2 (centres undefined) is entered as -4%, -13%, /, ?, 0%, ?, -4
